PfG6PD inh – PfG6PD enzyme inhibitors, primary screen, biochemical, fluorescence intensity, uHTS; glucose-6-phosphate dehydrogenase-6-phosphogluconolactonase (Plasmodium falciparum 3D7); PfGluPho enzyme, NADPH resazurin-diaphorase fluorescence; inhibition, % at 20 µM; 0.78% of 350,000 active; AID 504690, 2011;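 active means inhibition reaching at least a set limit at 20 µM in the primary screen, cut at about 59% in these data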;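 further: 0% = DMSO wells with substrate and 100% = DMSO wells lacking glucose-6-phosphate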
MIN6 prolif – inducers of MIN6 beta-cell proliferation, primary screen, ATP luminescence, uHTS; proliferation, % at 10 µM; AID 2380, 2010; MIN6 cells proliferation, ATPlite luminescence, 48 h; cells starved in 0.2% serum; 100% = growth in 10% serum; 0.29% of 330,000 active;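 active means compounds whose signal lies at least 3.5 SD above the mean of all wells on their plate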;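 further: 0% = DMSO-treated cells in low-serum medium and 100% = 10% serum control; some compounds called inactive have numbers as strong as hits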
SENP8 block-1 – SENP8 protease inhibitors, primary screen, biochemical, luminescence; purified SENP8, Z-RLRGG-aminoluciferin cleavage; AID 2540, 2010; inhibition, % at 10 µM; 1.2% of 330,000 active; in the data active means inhibition above about 50%
Target sequence (Q96LD8 whole entry, looked up): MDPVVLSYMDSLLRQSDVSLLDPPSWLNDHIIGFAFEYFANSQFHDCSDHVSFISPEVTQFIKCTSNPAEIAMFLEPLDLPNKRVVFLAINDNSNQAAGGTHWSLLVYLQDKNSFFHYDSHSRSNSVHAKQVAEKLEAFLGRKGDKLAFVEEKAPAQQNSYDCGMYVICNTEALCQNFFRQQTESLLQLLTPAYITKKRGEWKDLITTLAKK
SENP1 inh – human SENP1 catalytic domain inhibitors, primary screen, biochemical, FRET, uHTS; recombinant SENP1 catalytic domain, CyPet-SUMO1-YPet FRET cleavage; AID 624204, 2012; Sentrin-specific protease 1 (Homo sapiens), Q9P0U3; inhibition, % at 10 µM; 0.21% of 360,000 active;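 active means inhibition at least 30% at 10 µM, raw YFP signal under a set limit, fluorescence ratio 0.5 to 1.5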;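 further: 0% = enzyme with DMSO and 100% = no enzyme wells; some results filed as inactive read as strong as hits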
Target sequence (Q9P0U3 419-644 limits assumed): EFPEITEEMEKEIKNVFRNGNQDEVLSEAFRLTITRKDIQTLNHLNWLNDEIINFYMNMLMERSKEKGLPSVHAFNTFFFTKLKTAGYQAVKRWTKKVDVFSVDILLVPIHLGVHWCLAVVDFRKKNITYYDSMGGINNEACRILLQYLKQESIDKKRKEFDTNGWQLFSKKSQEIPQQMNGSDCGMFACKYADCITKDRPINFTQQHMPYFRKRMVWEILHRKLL
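Assay system – human recombinant His6-tagged SENP1 catalytic domain enzyme · Input – SENP1 enzyme, 20 pM final · Buffer or medium – Tris pH 8 buffer plus EDTA, NaCl, BME, BSA, NP40, catalase · Schedule – 50 min reaction at room temperature · Technique – FRET read of cyan and yellow fluorescence · Control set – no-enzyme wells low, DMSO-plus-enzyme wells high control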
HKDC1 inh – HKDC1 hexokinase inhibitors, primary screen, biochemical, fluorescence, uHTS; recombinant HKDC1, G6PDH/diaphorase resazurin coupled fluorescence; AID 493160, 2011; 0.16% of 340,000 active; inhibition, % at 20 µM; Q2TB90;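 active means inhibition above about 35% when tested at 20 µM, limit read from the data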;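 further: plate controls were DMSO wells with enzyme for no effect and DMSO wells lacking enzyme for full effect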
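Test system: Recombinant HKDC1 (HK5) hexokinase enzyme, produced in-house | Input: HKDC1 at 5 µg/mL | Buffer or medium: Tris pH 8.0 buffer with MgCl2, Tween-20, BSA, BME | Schedule: 90 min reaction incubation at room temperature, dark | Technique: Resazurin-to-resorufin fluorescence via G6PDH and diaphorase coupling, 525/613 nm | Controls: DMSO wells with and without enzyme mix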
SENP7 block – SENP7 protease inhibitors, primary screen, biochemical, luminescence, uHTS; AID 434973, 2010; inhibition, % at 5 µM; recombinant SENP7, Z-RLRGG-aminoluciferin luminescence, 40 min; 1.5% of 330,000 active;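 active means inhibition above about 50% at the single test dose, limit read from the data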;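 further: plate controls were DMSO with enzyme for no effect and no enzyme buffer wells for full effect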
Target sequence (Q9BQF6 706-1050 limits assumed): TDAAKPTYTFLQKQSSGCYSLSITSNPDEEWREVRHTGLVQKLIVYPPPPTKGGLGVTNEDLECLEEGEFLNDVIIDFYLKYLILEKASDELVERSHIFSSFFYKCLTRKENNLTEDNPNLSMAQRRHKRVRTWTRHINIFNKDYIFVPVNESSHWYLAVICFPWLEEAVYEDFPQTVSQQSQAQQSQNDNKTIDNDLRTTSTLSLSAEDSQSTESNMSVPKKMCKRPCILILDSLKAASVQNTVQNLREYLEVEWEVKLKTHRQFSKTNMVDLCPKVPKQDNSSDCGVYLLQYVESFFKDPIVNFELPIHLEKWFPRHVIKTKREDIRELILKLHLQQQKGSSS
UBC13 inh – UBC13 polyubiquitin chain formation inhibitors, primary screen, biochemical, TR-FRET, uHTS; 0.47% of 330,000 active; inhibition, % at 20 µM; in the data active means inhibition above about 45%, passing the limit was not always enough
Target sequence (P61088 whole entry, looked up): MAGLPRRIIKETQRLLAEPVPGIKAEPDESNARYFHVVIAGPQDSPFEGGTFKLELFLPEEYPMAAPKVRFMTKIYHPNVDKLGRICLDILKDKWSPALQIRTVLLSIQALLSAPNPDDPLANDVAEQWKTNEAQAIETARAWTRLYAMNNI
SENP8 block-2 – human SENP8 protease inhibitors, primary screen, biochemical, fluorescence, Nedd8 protein substrate, uHTS | AID 602440, 2012 | inhibition, % at 20 µM | recombinant SENP8 | 0.64% of 360,000 active; in the data active means inhibition mostly above about 40%, no sharp cut-off; inactive means mostly below about 27%
SENP6 inh – SENP6 protease inhibitors, primary screen, biochemical, luminescence, uHTS; Sentrin-specific protease 6 (Homo sapiens), Q9GZR1; Recombinant SENP6 catalytic domain, aminoluciferin luminescence; inhibition, % at 10 µM; 1.8% of 330,000 active;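 active means inhibition above about 50% at the single tested dose, limit read from the data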;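 further: plate controls were DMSO wells with enzyme for no effect and DMSO wells lacking enzyme for full effect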
Numbers without * were called inactive; . = not tested or not shown.

Every second line gives: PfG6PD inh, MIN6 prolif, SENP8 block-1, SENP1 inh, HKDC1 inh, SENP7 block, UBC13 inh, SENP8 block-2, SENP6 inh
- COc1cc(OC)c2c(c1)C(=O)OC2
  -6, 0, -7, 1, -7, 2, 5, 6, -14
- Cc1ccc(S(=O)(=O)N2CCCC(C(=O)NNCC(=O)Nc3cc(F)ccc3F)C2)cc1 (stereo not drawn)
  2, -2, -1, 2, 0, 0, 48*, 5, 12
- O=C(NCCc1ccccc1)/C(=C/c1ccco1)c1ccccc1
  11, 3, 4, -8, -4, 0, 2, -10, -13
- COC(=O)c1ccc(NC(=O)C(=O)c2cccn2C)cc1
  -8, -4, 93*, 2, 5, 95*, 9, 30*, 95*
- COc1ccccc1N(CC(=O)NCCSCc1ccc(Cl)cc1)S(C)(=O)=O
  -12, 2, -2, 3, 1, 10, 0, 9, -11
- COc1cc(C(C)=O)ccc1OCc1cc(C(=O)N2CCSCC2)no1
  3, -2, 9, 2, -2, -2, -1, -9, -3
- O=C(Cc1ccc(Cl)cc1)Nc1ccc(N2CCN(C(=O)c3ccco3)CC2)c(Cl)c1
  -6, -6, -12, 4, -6, -2, -10, 20, -15
- COc1ccc(S(=O)(=O)NCc2ccc(C)cc2)cc1
  6, 1, 1, 3, 10, 4, 0, 23, 9
- COc1ccc(NC(=O)CCC(=O)c2ccc(-c3ccccc3)cc2)cc1
  1, 1, -10, 40*, -2, -3, -11, -2, -7
- CCOc1ccc(CNC(=O)CCc2cn(C)c3ccccc23)cc1
  -2, 1, -3, -1, -5, 1, 7, 12, -15
- c1ccc(-c2nnc(SCc3nc4ccccc4[nH]3)n2Cc2ccco2)nc1
  3, -1, 6, -9, -9, 0, 0, -18, 6
- Cc1ccc(C(=O)NNC(=O)COC(=O)COc2ccccc2C#N)cc1
  -1, 0, -3, 5, -1, -9, 5, 0, 2
- CCOC(=O)c1sc(NC(=O)CCN2C(=O)c3cccc([N+](=O)[O-])c3C2=O)c(C(=O)OCC)c1C
  -21, 1, 1, -2, -2, 9, -16, 5, -9
- COc1ccc(C(=O)NCC(=O)N2CCC3(CC2)NCCc2[nH]cnc23)cc1
  -12, -1, -13, 2, -3, -13, -3, -10, -12
- CCOC(=O)c1sc(NC(=O)CSc2ccccn2)c(C#N)c1C
  10, -2, 3, -1, -8, -3, 4, -4, 2
- C/C=C/C=C\C(=O)Nc1cccc(C2=NOC3(C2)C[C@@H](C(N)=O)N(C(=O)/C(C)=C/C)C3)c1 (stereo partly drawn)
  4, 0, 2, -4, 2, -3, -19, 4, -18
- Fc1ccc(-n2c(-c3cccs3)nc3nc4ccccc4nc32)cc1
  6, 0, 5, -63, -8, -2, 24, -306, -6
- O=C(Cc1coc(-c2ccc(F)cc2)n1)Nc1ccccc1
  3, -2, -4, 2, 2, -2, 10, 20, -5
- CCOc1[nH]n(-c2ccccc2)c(=O)c1C=Nc1ccc(C)cc1
  -4, 4, -12, 0, -2, -3, 3, 22, -11
- O=C(CCCN1C(=O)c2ccccc2C1=O)Nc1cccnc1
  -18, 0, -1, 3, -6, 4, 1, 6, -2
- CCOC(=O)C1CCN(C(=O)CNS(=O)(=O)c2cccs2)CC1
  -1, -4, 9, -1, 4, -2, 0, 4, -6
- O=C(COC(=O)c1cnccn1)c1ccc2c(c1)CCCC2
  14, 2, -8, -4, -4, 2, 10, 8, 14
- Cc1ccc(S(=O)(=O)N2CCN(C(=O)COC(=O)COc3ccc(Cl)cc3C)CC2)c(C)c1
  4, ., ., 5, -2, ., ., 18, .
- O=C(CSc1ncnc2sc3c(c12)CCC3)NCC1CCCO1 (stereo not drawn)
  12, 0, -5, 0, -1, -5, 6, -5, -9
- COc1cccc(NC(=O)NCCN2CCCCC2)c1
  -17, -3, 13, 1, 1, -4, 1, 4, -4
- CC(NC(=O)COC(=O)c1ccc(CO)cc1)C1CC2CCC1C2 (stereo not drawn)
  0, -3, -5, 2, -3, 8, 1, 14, -3
- CC12CN(C(=O)c3cccc([N+](=O)[O-])c3)C3(C#N)CC1CCC23C (stereo not drawn)
  -5, 2, -5, -1, -4, 11, -9, 12, -6
- Cc1ccc(NCc2nnc3n2CCCCC3)cc1
  -10, -2, -10, 1, -6, -7, -8, -8, -7
- Clc1cccc(N2CCN(CCNc3nc4ccccc4n4cnnc34)CC2)c1
  1, -3, -2, -5, 4, 2, 15, 4, -2
- Cc1ccccc1OCC(=O)NNC(=O)CN1C(=O)c2ccccc2C1=O
  0, -1, 6, 1, -6, 5, -3, 6, 5
- Cc1cc(C(=O)COc2cccnc2[N+](=O)[O-])c(C)n1Cc1ccco1
  13, -6, -4, 0, 6, 8, 3, 16, 8
- O=C(COc1ccc(S(=O)(=O)NCc2ccccc2)cc1)NCC1CCCO1 (stereo not drawn)
  6, -1, -2, 2, -5, 7, -10, 32, -19
- Cc1oc(-c2ccccc2)cc1C(=O)Nc1cccc2ccccc12
  -8, -3, -5, 0, 2, 10, 2, 9, 24
- COC(CNC(=O)C1CCCCC1C(=O)O)OC (stereo not drawn)
  2, 0, -4, 0, -12, 6, 6, 18, 15
- COC/C=C/C1=CC2=CC(=O)C(C)(OC(=O)c3cnc4ccccc4n3)C(=O)C2=CN1CCOC (stereo not drawn)
  43, 1, 5, -14, 15, 8, -56, 54*, 20
- CCOc1ccc2ccccc2c1/C=N/NC(=O)CNC(=O)c1ccccc1O
  58, -1, 3, -1, -1, -6, 4, -86, -10
- O=C(Nc1ccc(N2CCN(C(=O)c3ccccc3)CC2)cc1)c1cccnc1
  -18, -1, 1, 1, -2, 6, 5, 11, -27
- CC(C)Cc1ccc(C(C)NC(=O)Cc2ccc(S(=O)(=O)N3CCOCC3)s2)cc1 (stereo not drawn)
  -1, -6, 4, 0, 7, 2, 4, 12, -16
- Cc1ccc(NC(=O)COc2cccc(-n3cnnn3)c2)cc1[N+](=O)[O-]
  20, 0, -1, 0, -3, 0, 7, 11, -15
- Cc1ccccc1-n1c(SCC(=O)Nc2cccc3ccccc23)nc(O)cc1=O
  -12, 2, -3, 0, -1, 12, -10, -11, -9
- CC(=O)NC(NC(C)=O)c1ccc(Br)cc1
  -11, 1, 1, 5, -6, 3, 5, 8, -5
- CC1=CC(C2CC(=O)N(c3ccc(C)cc3)C2=O)CC2C(=O)N(c3ccc(C)cc3)C(=O)C12 (stereo not drawn)
  6, -4, 2, 1, -4, 4, 10, 8, -3
- Cc1ccc(NC(=O)CN(C)C(=O)CCC(=O)c2cccs2)cc1
  -1, 0, -7, 0, -1, -5, -5, 8, -10
- CCn1c(SCC(=O)Nc2cccc(OC)c2)nnc1-c1ccc(Cl)cc1
  18, -4, -9, 2, 6, -1, -3, 18, -16
- O=[N+]([O-])c1cc(S(=O)(=O)C(F)(F)F)ccc1Sc1nc2ccccc2[nH]1
  6, -4, 6, 1, 18, 11, -19, 28, 8

Ordered by molar mass (highest first): part of the list above.
Every second line gives: PfG6PD inh, MIN6 prolif, SENP8 block-1, SENP1 inh, HKDC1 inh, SENP7 block, UBC13 inh, SENP8 block-2, SENP6 inh
- COC/C=C/C1=CC2=CC(=O)C(C)(OC(=O)c3cnc4ccccc4n3)C(=O)C2=CN1CCOC (stereo not drawn)
  43, 1, 5, -14, 15, 8, -56, 54*, 20
- CC(C)Cc1ccc(C(C)NC(=O)Cc2ccc(S(=O)(=O)N3CCOCC3)s2)cc1 (stereo not drawn)
  -1, -6, 4, 0, 7, 2, 4, 12, -16
- CC1=CC(C2CC(=O)N(c3ccc(C)cc3)C2=O)CC2C(=O)N(c3ccc(C)cc3)C(=O)C12 (stereo not drawn)
  6, -4, 2, 1, -4, 4, 10, 8, -3
- Cc1ccccc1-n1c(SCC(=O)Nc2cccc3ccccc23)nc(O)cc1=O
  -12, 2, -3, 0, -1, 12, -10, -11, -9
- Clc1cccc(N2CCN(CCNc3nc4ccccc4n4cnnc34)CC2)c1
  1, -3, -2, -5, 4, 2, 15, 4, -2
- O=C(COc1ccc(S(=O)(=O)NCc2ccccc2)cc1)NCC1CCCO1 (stereo not drawn)
  6, -1, -2, 2, -5, 7, -10, 32, -19
- CCn1c(SCC(=O)Nc2cccc(OC)c2)nnc1-c1ccc(Cl)cc1
  18, -4, -9, 2, 6, -1, -3, 18, -16
- CCOc1ccc2ccccc2c1/C=N/NC(=O)CNC(=O)c1ccccc1O
  58, -1, 3, -1, -1, -6, 4, -86, -10
- Cc1ccccc1OCC(=O)NNC(=O)CN1C(=O)c2ccccc2C1=O
  0, -1, 6, 1, -6, 5, -3, 6, 5
- Cc1cc(C(=O)COc2cccnc2[N+](=O)[O-])c(C)n1Cc1ccco1
  13, -6, -4, 0, 6, 8, 3, 16, 8
- Cc1ccc(NC(=O)COc2cccc(-n3cnnn3)c2)cc1[N+](=O)[O-]
  20, 0, -1, 0, -3, 0, 7, 11, -15
- Cc1ccc(NC(=O)CN(C)C(=O)CCC(=O)c2cccs2)cc1
  -1, 0, -7, 0, -1, -5, -5, 8, -10
- Cc1oc(-c2ccccc2)cc1C(=O)Nc1cccc2ccccc12
  -8, -3, -5, 0, 2, 10, 2, 9, 24
- COC(CNC(=O)C1CCCCC1C(=O)O)OC (stereo not drawn)
  2, 0, -4, 0, -12, 6, 6, 18, 15

New compounds follow:
Every second line gives: PfG6PD inh, MIN6 prolif, SENP8 block-1, SENP1 inh, HKDC1 inh, SENP7 block, UBC13 inh, SENP8 block-2, SENP6 inh
- CCC(C)NC(=O)c1ccccc1SC (stereo not drawn)
  -17, -2, 6, -1, -14, 3, 2, 7, 9
- CC(OC(=O)Cc1coc2cc3c(cc12)CCC3)C(=O)NCc1ccc2c(c1)OCO2 (stereo not drawn)
  13, -2, -9, 1, -2, 4, 9, 4, -5
- CCCOc1cccc(C(=O)NC(=S)Nc2cccc(NC(=O)c3ccccc3Cl)c2)c1
  -4, -7, 0, 0, -1, 6, -3, 5, 9
- CCOC(=O)c1ccc(NC(=O)c2nc[nH]c2C(=O)N[C@H](C)c2ccccc2)cc1
  13, -8, 1, 2, 2, 0, 70*, 9, -4
- COc1cc(OC)cc(C(=O)NCC(=O)OCC(=O)NC2CCCc3ccccc32)c1 (stereo not drawn)
  6, 1, -12, -2, -2, -2, -7, 10, -1
- COc1cc(C(=O)Nc2ccc(C(=O)O)cc2)ccc1OC(C)=O
  -5, 1, 28, 1, -10, 22, 1, -445, 38
- CC1CN(Cc2c(O)ccc3c(=O)c(-c4ccccc4)coc23)CC(C)O1 (stereo not drawn)
  -15, -1, 2, 1, -9, 3, 14, -371, 0
- O=C(Nc1nnc(C2CC2)s1)c1cc(S(=O)(=O)N2CCCCC2)ccc1N1CCOCC1
  -2, 1, 3, -1, 0, 0, 1, -142, 21
- CCn1c(SCc2nnc(-c3ccccc3)o2)nnc1-c1ccc(S(=O)(=O)N2CCCC2)cc1
  7, 0, -11, -1, -7, 1, -9, 15, 6
- FC(F)(F)c1ccc(Oc2ccc(Cl)cc2Br)nc1
  3, -3, -7, -2, 1, -9, -17, 3, -9
- COc1ccc(/C(C)=N/NC(=O)c2nnn(-c3nonc3N)c2-c2cccs2)cc1
  5, -2, 7, 1, -7, -5, 11, -322, 1
